# High-throughput results deposited in PubChem by Sanford-Burnham Center for Chemical Genomics.
# TIM10 inh: growth inhibitors of TIM10 yeast strain | inhibition, % at 10 µM | actives 1.4% (n = 330,000) | S. cerevisiae TIM10 strain growth, BacTiter-Glo luminescence, 24 h;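 active means inhibition of 40% or more at the single tested concentration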;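 further: wild-type TIM10 isogenic control strain grown at permissive 25 °C; 0% = DMSO yeast wells and 100% = minimal medium wells without yeast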
# MPTP inh: inhibitors of mitochondrial permeability transition pore | isolated mouse mitochondria, Ca2+ swelling absorbance, 30 min | inhibition, % at 10 µM | AID 602449 | actives 1.4% (n = 360,000);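 active means inhibition of 50% or more, scaled per plate between neutral and stimulator controls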;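 further: 0% = DMSO wells given calcium and 100% = 1 mM EGTA wells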
# tim23-1 inh: tim23-1 yeast growth inhibition. actives 1.3% (n = 330,000). S. cerevisiae tim23-1 growth, BacTiter-Glo luminescence, 24 h. AID 463212. inhibition, % at 20 µM;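 active means growth inhibition of the mutant yeast at or above 50%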;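 further: temperature-sensitive mutant grown at 25 °C; plate controls were DMSO-treated mutant yeast for no effect and medium wells lacking yeast for full effect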
# NR3A LBD binder: NR3A (human) ligand-binding domain modulation | NR3A LBD differential scanning fluorimetry, Tm shift; 0% = protein alone, 100% = glycine-bound protein | Tm shift relative to glycine control, % at 25 µM | actives 2.5% (n = 340,000) | AID 1259313;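 active means melting temperature shift of at least 10% of the positive control shift, at one fixed dose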
# tim10-1 inh: growth inhibitors of tim10-1 mutant yeast; S. cerevisiae tim10-1 ts strain growth, BacTiter-Glo, 24 h; inhibition, % at 20 µM; actives 2.2% (n = 330,000);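 active means inhibition of at least 40%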;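 further: mutant grown at 25 °C; 0% = DMSO wells with yeast and 100% = wells holding no yeast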
# APJ antag: blocks the human apelin receptor APJ. CHO-K1 APJ beta-arrestin complementation, luminescence. P35414. actives 0.32% (n = 330,000). inhibition, % at 20 µM;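 active means inhibition above about 40% at 20 µM, limit read from the data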;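 further: cells challenged with 10 nM apelin-13 agonist together with compound; plate controls were apelin-13 plus DMSO wells for no effect and DMSO wells lacking apelin-13 for full effect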
# Target sequence (P35414 whole entry, looked up): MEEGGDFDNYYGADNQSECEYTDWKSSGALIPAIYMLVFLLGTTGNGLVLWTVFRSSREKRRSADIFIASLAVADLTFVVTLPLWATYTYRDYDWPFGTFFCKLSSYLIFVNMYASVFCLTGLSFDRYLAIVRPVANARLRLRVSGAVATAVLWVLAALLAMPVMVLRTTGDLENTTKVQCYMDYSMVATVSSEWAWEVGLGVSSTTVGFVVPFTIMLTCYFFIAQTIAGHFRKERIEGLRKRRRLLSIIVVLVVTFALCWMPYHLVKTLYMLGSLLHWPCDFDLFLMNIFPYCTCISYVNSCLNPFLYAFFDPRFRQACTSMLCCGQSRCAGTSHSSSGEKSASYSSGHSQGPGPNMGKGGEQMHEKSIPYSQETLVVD
# NALP3 yeast inh: blocks the NALP3 inflammasome reconstituted in yeast | Yeast reconstituted NLRP3/ASC/caspase-1, beta-gal luminescence, 24 h | inhibition, % at 10 µM | actives 0.39% (n = 330,000);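 active means inhibition of 50% or more; inactive means inhibition below 50%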;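 further: plate controls were induced DMSO wells for no effect and uninduced yeast grown without galactose for full effect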
# MIN6 prolif: inducers of beta-cell replication in MIN6 cells. AID 2380. actives 0.29% (n = 330,000). MIN6 cells proliferation, ATPlite luminescence, 48 h; cells starved in 0.2% serum; 100% = growth in 10% serum. proliferation, % at 10 µM;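 active means compounds whose signal lies at least 3.5 SD above the mean of all wells on their plate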;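 further: 0% = DMSO-treated cells in low-serum medium and 100% = 10% serum control; some compounds called inactive have numbers as strong as hits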
# APJ agonist: agonists of human APJ apelin receptor. CHO-K1 APJ PathHunter beta-arrestin, luminescence; 0% DMSO wells, 100% apelin. activation, % at 20 µM. actives 0.11% (n = 330,000). AID 2520;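 active means activation more than six SD over the plate average, tested at 20 µM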;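 further: 0% = DMSO alone and 100% = apelin-13 at 10 nM; some results filed as inactive read as strong as hits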
#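 Assay system: CHO-K1 cells stably expressing ProLink-tagged human APJ and arrestin–beta-gal acceptor. Compound dosing: 20 µM single point, 1% DMSO. Times: 16-18 h seeding, 90 min dark compound exposure, 60 min detection. Detection: beta-gal luminescence. Evaluation: APJ–arrestin association signal. Controls: negative DMSO alone, positive Apelin-13 at 10 nM.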
# * marks the source's active call; other numbers are inactive results; . = no result given.
SMILES	TIM10 inh	MPTP inh	tim23-1 inh	NR3A LBD binder	tim10-1 inh	APJ antag	NALP3 yeast inh	MIN6 prolif	APJ agonist
O=C(Cn1nc(Cc2cccnc2)c2ccccc2c1=O)NCc1ccc(F)cc1	0	-0.3	-4	1	6	11	0	0	1
O=C(Nc1ccc(F)cc1)Nc1ccccc1C(=O)NCCN1CCNC1=O	-3	1.1	-6	0	-2	4	7	-2	-5
COc1ccc(C(=O)N(NC(=O)Oc2ccccc2)C(C)(C)C)cc1	13	-1.7	16	-1	22	4	16	0	-1
COc1ccc(-c2cc(C(F)(F)F)nc(SCCC(=O)N3CCOCC3)n2)cc1	8	2.4	1	2	17	1	13	1	-1
COc1ccc(OCc2ccc(-c3nc4ccccc4c(=O)n3N)o2)cc1	22	-1.4	11	.	16	13	-6	-3	-2
O=C(COc1ccccc1Cl)Nc1ccccc1C(=O)N1CCCCC1	0	0.0	30	-2	23	11	16	1	2
C=CCn1c(=N)c(S(=O)(=O)c2ccc(C)c(C)c2)cc2c(=O)n3ccccc3nc21	-9	-0.1	1	-13	6	4	1	2	-5
CC(C)OC(=O)CSc1nnc(-c2cnccn2)n1-c1ccc(Cl)cc1	11	1.8	25	0	41*	22	-3	0	-1
O=C(c1c[nH]c(C(=O)C(Cl)(Cl)Cl)c1)c1ccccc1Cl	-24	-4.2	11	1	-24	9	-1	-3	-2
O=C(O)C(Oc1ccc2c(c1)oc(=O)c1ccccc12)c1ccccc1 (centres undefined)	6	0.2	-7	-1	-5	11	9	-4	-1
Cc1ccnc(N2CCC(C(=O)Nc3nnc(C)s3)CC2)n1	12	0.8	1	1	-2	10	15	5	-1
COc1ccccc1C1=NOC(COC(=O)c2ccc([N+](=O)[O-])cc2)C1 (centres undefined)	-17	1.9	-2	0	13	-26	6	0	2
O=C(Nc1ccc(NS(=O)(=O)c2ccc([N+](=O)[O-])cc2)cc1)c1ccco1	3	-0.7	-4	-11	-12	-79	10	3	10
Cc1cc(C(=O)N(C)Cc2c(F)cccc2Cl)c2ccccc2n1	0	-0.2	8	-4	-6	7	17	2	1
CCOc1ccc(Nc2ncnc3ccc([N+](=O)[O-])cc23)cc1	19	0.5	15	-2	21	-19	3	0	-4
O=C(NCC(=O)N(CCN1CCOCC1)C(C(=O)NC1CCCC1)c1ccccc1)c1cccs1 (centres undefined)	-8	-0.6	3	0	-2	7	4	0	-3
CCOC(=O)CN1C(=O)C(C)(C)Oc2ccc(C(=O)NC(C)(C)CC)cc21	12	0.9	21	2	21	16	-1	0	-4
CC1=C(OC(=O)c2ccccc2)C(C)(C)C(c2ccc(Br)cc2)OC1=O (centres undefined)	11	-3.0	33	4	16	-2	10	-3	0
Cc1cccnc1Oc1ncccc1N	8	3.2	4	-1	0	9	6	2	-4
CCN(c1ccccc1)S(=O)(=O)c1ccc(Oc2ccccc2C(C)=O)nc1	-5	2.6	19	-1	6	6	13	-2	-1
O=C(NCc1cccnc1)/C(=N\O)c1ccccc1	4	-0.2	19	1	13	14	-13	-1	0
C=CCn1c(SCC(=O)N(C)C2CCS(=O)(=O)C2)nnc1-c1ccccc1 (centres undefined)	2	-0.6	1	-1	1	8	7	-2	-1
COC(=O)c1ccc(NC(=O)COc2ccc3c(c2)OCO3)cc1	-30	-0.3	9	-25	-14	15	12	0	-1
O=C(NC12CC3CC(CC(C3)C1)C2)N1CCN(c2ccccc2)CC1	12	-0.2	26	-3	20	5	17	-3	-1
O=C(Nc1ccc(F)cc1)N1CCN(c2nc3ccccc3s2)CC1	-10	-1.8	-4	0	1	-15	33	-4	6
COc1cccc(CN2CCNC(=O)C2CC(=O)NCc2cn3cccc(C)c3n2)c1OC (centres undefined)	-9	-0.8	18	-1	-8	1	27	2	1
CC(C)CC(=O)N1CCN(c2ccc(NC(=O)c3ccco3)cc2)CC1	11	1.4	25	13*	14	22	7	2	4
CNC(=O)c1c(NC(=O)c2ccc3ncsc3c2)sc(C)c1C	22	-1.6	17	-10	20	-52	27	-3	-3
CC1CCCN(C(=O)c2ccc3c(=O)n(C4CCCC4)c(=S)[nH]c3c2)C1 (centres undefined)	32	19	-44	-4	9	0	9	-6	3
CCOc1ccc(-c2nnc(SCC(=O)N(CC)CC)n2N)cc1	-9	2.0	-5	0	9	-6	-8	0	-1

# Rewritten as labelled records: entries from further up.
> O=C(COc1ccccc1Cl)Nc1ccccc1C(=O)N1CCCCC1
  TIM10 inh = 0
  MPTP inh = 0.0
  tim23-1 inh = 30
  NR3A LBD binder = -2
  tim10-1 inh = 23
  APJ antag = 11
  NALP3 yeast inh = 16
  MIN6 prolif = 1
  APJ agonist = 2

> CC1CCCN(C(=O)c2ccc3c(=O)n(C4CCCC4)c(=S)[nH]c3c2)C1 (centres undefined)
  TIM10 inh = 32
  MPTP inh = 19
  tim23-1 inh = -44
  NR3A LBD binder = -4
  tim10-1 inh = 9
  APJ antag = 0
  NALP3 yeast inh = 9
  MIN6 prolif = -6
  APJ agonist = 3

> CNC(=O)c1c(NC(=O)c2ccc3ncsc3c2)sc(C)c1C
  TIM10 inh = 22
  MPTP inh = -1.6
  tim23-1 inh = 17
  NR3A LBD binder = -10
  tim10-1 inh = 20
  APJ antag = -52
  NALP3 yeast inh = 27
  MIN6 prolif = -3
  APJ agonist = -3

# Record cards (already shown). Order of values: TIM10 inh, MPTP inh, tim23-1 inh, NR3A LBD binder, tim10-1 inh, APJ antag, NALP3 yeast inh, MIN6 prolif, APJ agonist
# Profile of COc1ccc(OCc2ccc(-c3nc4ccccc4c(=O)n3N)o2)cc1 = 22, -1.4, 11, ., 16, 13, -6, -3, -2
# Profile of O=C(c1c[nH]c(C(=O)C(Cl)(Cl)Cl)c1)c1ccccc1Cl = -24, -4.2, 11, 1, -24, 9, -1, -3, -2
# Profile of CC1=C(OC(=O)c2ccccc2)C(C)(C)C(c2ccc(Br)cc2)OC1=O (centres undefined) = 11, -3.0, 33, 4, 16, -2, 10, -3, 0
# Profile of CCOc1ccc(Nc2ncnc3ccc([N+](=O)[O-])cc23)cc1 = 19, 0.5, 15, -2, 21, -19, 3, 0, -4
# Profile of CCOc1ccc(-c2nnc(SCC(=O)N(CC)CC)n2N)cc1 = -9, 2.0, -5, 0, 9, -6, -8, 0, -1

# The list continues.
SMILES	TIM10 inh	MPTP inh	tim23-1 inh	NR3A LBD binder	tim10-1 inh	APJ antag	NALP3 yeast inh	MIN6 prolif	APJ agonist
COc1ccc(CCNC(=O)CSc2nc(C)cs2)cc1	12	-0.7	6	-3	12	7	1	0	-3
Cc1ccc(N(CCC#N)C(=O)CSc2nnc3ccccn23)cc1	-3	0.2	-7	-2	-8	-7	16	0	1
CCOC(=O)c1c(C)[nH]c(C(=O)OC(C)C(=O)NC2CCCCC2C)c1C (centres undefined)	16	0.2	21	3	11	1	22	4	-2
COc1cc(C(=O)NC(=S)Nc2ccccc2[N+](=O)[O-])cc(OC)c1OC	26	1.4	16	2	24	22	-1	3	-5
Cc1noc(C)c1S(=O)(=O)N1CCC(C(=O)N2CCN(c3ccc(Cl)cc3)CC2)CC1	27	0.8	23	0	31	1	10	-1	3
O=C(O)c1oc2ccccc2c1CSCc1ccccc1	10	-5.3	-5	0	4	13	-4	-2	-2
O=C(Nc1cccc(S(=O)(=O)N2CCCC2)c1)c1cc(-c2ccccn2)nc2ccccc12	3	-1.6	10	-5	-7	-2	1	1	1
Cc1cccc(C(=O)O/N=C(\N)Cc2cccc3ccccc23)c1	77*	-1.6	81*	-11	43*	-143	53*	-7	42*
Cc1cc(OCC(=O)Nc2ccncc2)ccc1Br	0	59*	-133	0	-35	-6	10	-4	1
Fc1ccc(N2CCN(C(c3cccs3)c3nnnn3C3CCCC3)CC2)cc1 (centres undefined)	10	0.6	46	1	16	6	-9	1	-2
Cc1nc(SCC(=O)Nc2ccc(C)c(F)c2)c2oc3ccccc3c2n1	3	3.0	-2	2	2	5	10	-2	-1
CCCS(=O)(=O)N1CCCC(C(=O)NCCCN(C)Cc2ccccc2)C1 (centres undefined)	-11	-0.6	1	0	-3	5	-6	0	0
O=C(O)c1ccc2c(c1)CCC2	3	-2.4	18	0	-8	3	35	1	-2
O=C(CCc1nc2ccccc2[nH]c1=O)OCC(=O)N1CCc2ccccc21	9	-0.2	4	-3	16	-2	8	-2	-6
Cc1ccn2cc(C(=O)N3CCCC(Nc4ccc(F)cc4)C3)nc2c1 (centres undefined)	4	-0.5	13	1	10	27	0	1	-1
Cc1ccc(NC(=O)CSC(C)C(=O)OCC(=O)N2CCN(C(=O)c3ccco3)CC2)cc1 (centres undefined)	4	-0.8	5	0	18	-62	15	-5	4
O=C(O)CCC(NC(=O)OCc1ccccc1)C(=O)O (centres undefined)	-7	-0.3	0	4	-21	5	1	-4	-4
CC1(C)CC2CC(C)(CN2C(=O)c2ccccc2)C1 (centres undefined)	-6	4.3	13	-1	33	-11	1	0	0
O=C(Nc1nnc(-c2cccnc2)o1)c1ccccc1Cl	-14	-1.8	-10	1	2	16	-4	1	-5
O=C(C1CCCN(S(=O)(=O)c2cccc3nonc23)C1)N1CCN(c2ccccc2Cl)CC1 (centres undefined)	7	0.8	23	-1	-8	-8	2	-2	-4
